DSG3 Ab inh: human desmoglein-3 autoantibody binding inhibition; actives 0.48% (n = 310,000); P32926; DSG3-coupled beads, scFv-anti-DSG3-GFP binding, flow cytometry; stronger effect = lower value; AID 588358; binding (percent of control), % at 10 µM;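 active means binding more than 3 SD below its plate's average and above zero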;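 further: hits lower antibody fragment binding to DSG3; some compounds called inactive have numbers as strong as hits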
RTF Ca sens act: increases calcium sensitivity of human cardiac regulated thin filaments; P19429+P45379; IANBD-labeled TnC RTF fluorescence at EC20 calcium; 0% EC20 calcium, 100% full calcium; activation, % at 7.2 µM; actives 0.24% (n = 340,000); AID 493008;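 active means activation above the mean over all tested compounds plus 3 SD, cut at about 30% in these data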;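 further: rise in fluorescence read as greater calcium sensitivity of cardiac thin filaments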
Keap1-Nrf2 PPI: Keap1-Nrf2 (human) interaction inhibition; Keap1 Kelch-Nrf2 peptide fluorescence polarization, 1536-well; inhibition, % at 9.4 µM; actives 0.15% (n = 340,000); in the data active means inhibition above about 12%;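 further: human Keap1 Kelch domain with fluorescein labeled Nrf2 9mer peptide probe; 0% = neutral control wells and 100% = peptide positive control; higher means more block of Keap1 binding to Nrf2 peptide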
Wnt bcat act: Wnt/beta-catenin pathway activation | Wnt/beta-catenin reporter cell assay, activator, plate reader | activation, % at 9.35 µM | actives 1.2% (n = 300,000); in the data active means activation above about 30%, passing the limit was not always enough;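 further: 0% = neutral control wells and 100% = positive control wells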
MOR-DOR inv ag: inverse agonists of human mu-delta opioid receptor heterodimerization; P35372+P41143; cell-based MOR-DOR heterodimer luminescence, inverse agonism; inhibition, % at 9.3 µM; actives 0.21% (n = 340,000); AID 504357; in the data active means inhibition above about 22%, passing the limit was not always enough;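 further: 0% = cells with DMSO and 100% = wells without cells with DMSO; values of inactives mirror those of a sister screen read the other way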
Target sequence (P35372 whole entry, looked up): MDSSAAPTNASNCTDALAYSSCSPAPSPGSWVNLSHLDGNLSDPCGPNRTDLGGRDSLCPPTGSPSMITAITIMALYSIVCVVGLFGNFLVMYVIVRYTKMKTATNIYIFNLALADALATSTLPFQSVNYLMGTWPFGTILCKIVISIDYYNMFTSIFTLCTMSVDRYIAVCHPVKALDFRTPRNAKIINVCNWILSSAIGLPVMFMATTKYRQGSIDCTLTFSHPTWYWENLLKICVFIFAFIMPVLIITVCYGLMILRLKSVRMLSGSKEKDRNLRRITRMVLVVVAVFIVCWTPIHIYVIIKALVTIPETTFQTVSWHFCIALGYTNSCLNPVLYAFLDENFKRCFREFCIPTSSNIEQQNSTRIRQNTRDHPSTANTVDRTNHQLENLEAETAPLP
Target sequence (P41143 whole entry, looked up): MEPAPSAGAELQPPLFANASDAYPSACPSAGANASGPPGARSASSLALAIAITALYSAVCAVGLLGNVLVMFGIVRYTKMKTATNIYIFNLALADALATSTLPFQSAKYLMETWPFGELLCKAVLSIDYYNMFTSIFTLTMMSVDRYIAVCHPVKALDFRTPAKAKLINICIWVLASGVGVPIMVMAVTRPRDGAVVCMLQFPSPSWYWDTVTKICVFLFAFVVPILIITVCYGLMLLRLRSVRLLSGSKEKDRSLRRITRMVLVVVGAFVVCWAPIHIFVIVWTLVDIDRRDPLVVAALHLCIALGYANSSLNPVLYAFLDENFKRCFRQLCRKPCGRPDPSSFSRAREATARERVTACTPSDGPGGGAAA
C-LANA FP: blocks KSHV LANA C-terminal domain binding to DNA; MBP-C-LANA/FAM-LBS DNA binding, fluorescence polarization; inhibition, % at 9 µM; actives 0.078% (n = 340,000);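 active means highest replicate inhibition at or above 60% at 9 µM, even if other replicates fall short; inactive means all replicates below 60% inhibition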;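 further: 0% = neutral control wells and 100% = 4 µM acridine orange control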
V-ATPase pHluor: alters yeast V-ATPase proton transport | response, % at 10 µM | actives 0.37% (n = 350,000) | S. cerevisiae, pHLuorin cytosolic pH fluorescence; in the data active means response mostly above about 7.3%, no sharp cut-off; inactive means mostly below about 5.4%; further: actives read high; inactives centre near 0; some compounds called inactive have numbers as strong as hits; reference of the scale not given here
Cardiac RTF inh: cardiac RTF calcium desensitization; P19429+P45379; IANBD-labeled cardiac RTF, Ca2+ fluorescence; inhibition, % at 7.15 µM; actives 0.12% (n = 340,000); AID 493244;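 active means inhibition above the mean inhibition of all tested compounds plus 3 SD, cut at about 17% in these data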;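 further: assay run at fixed EC70 calcium of 1.6 mM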
MOR-DOR ag: agonists of human mu-delta opioid receptor heterodimerization; cells, OPRM1-OPRD1 heterodimerization, luminescence; actives 0.3% (n = 340,000); P35372+P41143; activation, % at 9.3 µM; in the data active means activation above about 18%;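 further: 0% = vehicle-treated cells and 100% = reference agonist; values of inactives mirror those of a sister screen read the other way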
Arr AP2 block: inhibitors of human beta-arrestin and AP2 interaction; FITC-arrestin peptide / GST-AP2 beads, flow cytometry; AP2 beta2 appendage carries R879A mutation; AID 504490; inhibition, % at 10 µM; actives 0.31% (n = 340,000);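 active means inhibition above a set limit, near 3 SD of compounds lacking own fluorescence, cut at about 54% in these data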;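 further: plate controls were DMSO wells for no effect and 5 µM unlabelled arrestin peptide for full effect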
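Assay system: GST-AP2 R879A bound to glutathione beads, E. coli-expressed; Medium: PBS with 0.05% Tween 20 and 0.1% BSA; Also added: fluorescein-tagged arrestin peptide at 50 nM final; Timing: 12 min plus 1 h, RT; Measured by: flow cytometry, FL1 (488/535 nm); Evaluation: percent drop in bead-associated FITC signal.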
An asterisk follows results filed as active; . = no result given.

[1] COc1ccccc1C(=O)Nc1ccc2ccccc2c1
[2] O=C(NC1CCCCCC1)C(=O)NC1CCCC1
[3] Cc1cccc(NC(=O)Nc2cccnc2)c1C
[4] CCOC1=NN(c2ccccc2)C(=O)/C1=C\N(C)C
[5] Cc1nc2cnccc2n1C
[6] O=C(c1cccc(Br)c1)N1CCCc2ccccc21
assay / entry	1	2	3	4	5	6
DSG3 Ab inh	109	.	104	91	113	109
RTF Ca sens act	0	0	0	-1	7	-4
Keap1-Nrf2 PPI	2	1	-5	1	-2	2
Wnt bcat act	-1	.	2	-2	-11	0
MOR-DOR inv ag	12	20	17	3	19	20
C-LANA FP	-0.2	-1.2	0.4	0.1	0.1	-1.3
V-ATPase pHluor	-3	0	-1	0	0	4
Cardiac RTF inh	-3	-10	0	2	1	6
MOR-DOR ag	-2.2	-3.9	-2.5	-0.4	-3.8	-4.3
Arr AP2 block	-6	20	-10	3	1	-16

[7] O=C(/C=C/c1ccccc1)OCCN=C1NS(=O)(=O)c2ccccc21
[8] CC(=O)c1c(C)[nH]c(C(=O)NCCc2cccc(C)c2)c1C
[9] CN(C(=O)c1cccc(NC(=O)Cc2cccc(NC(=O)C3CCCN(C(=O)C4CCCCC4)C3)c2)c1)C1CCC1 (centres undefined)
[10] O=C(CCc1nnc2ccc(NCc3ccco3)nn12)N1CCN(c2ccccc2)CC1
[11] CC(=O)Nc1ccc(S(=O)(=O)NCCC(=O)OCC(=O)NNC(=O)c2ccccc2)cc1
[12] Cc1ccccc1C(=O)N1CCC(C(=O)Nc2ccccn2)CC1
assay / entry	7	8	9	10	11	12
DSG3 Ab inh	124	.	95	109	103	113
RTF Ca sens act	2	2	-1	-5	1	-3
Keap1-Nrf2 PPI	-8	-5	-3	-10	0	0
Wnt bcat act	0	9	-1	-1	0	-1
MOR-DOR inv ag	-17	6	10	0	24	13
C-LANA FP	-0.2	-1.3	5.7	1.2	-0.8	2.1
V-ATPase pHluor	0	-1	3	8	0	-2
Cardiac RTF inh	1	6	-7	3	-10	8
MOR-DOR ag	2.0	-1.0	-2.1	0.0	-4.5	-2.4
Arr AP2 block	-4	3	-8	3	-7	32

Part of the list above, as tab-separated lines.
entry	structure	DSG3 Ab inh	RTF Ca sens act	Keap1-Nrf2 PPI	Wnt bcat act	MOR-DOR inv ag	C-LANA FP	V-ATPase pHluor	Cardiac RTF inh	MOR-DOR ag	Arr AP2 block
1	COc1ccccc1C(=O)Nc1ccc2ccccc2c1	109	0	2	-1	12	-0.2	-3	-3	-2.2	-6
2	O=C(NC1CCCCCC1)C(=O)NC1CCCC1	.	0	1	.	20	-1.2	0	-10	-3.9	20
3	Cc1cccc(NC(=O)Nc2cccnc2)c1C	104	0	-5	2	17	0.4	-1	0	-2.5	-10
4	CCOC1=NN(c2ccccc2)C(=O)/C1=C\N(C)C	91	-1	1	-2	3	0.1	0	2	-0.4	3
5	Cc1nc2cnccc2n1C	113	7	-2	-11	19	0.1	0	1	-3.8	1
6	O=C(c1cccc(Br)c1)N1CCCc2ccccc21	109	-4	2	0	20	-1.3	4	6	-4.3	-16
7	O=C(/C=C/c1ccccc1)OCCN=C1NS(=O)(=O)c2ccccc21	124	2	-8	0	-17	-0.2	0	1	2.0	-4
8	CC(=O)c1c(C)[nH]c(C(=O)NCCc2cccc(C)c2)c1C	.	2	-5	9	6	-1.3	-1	6	-1.0	3
9	CN(C(=O)c1cccc(NC(=O)Cc2cccc(NC(=O)C3CCCN(C(=O)C4CCCCC4)C3)c2)c1)C1CCC1 (centres undefined)	95	-1	-3	-1	10	5.7	3	-7	-2.1	-8
10	O=C(CCc1nnc2ccc(NCc3ccco3)nn12)N1CCN(c2ccccc2)CC1	109	-5	-10	-1	0	1.2	8	3	0.0	3
11	CC(=O)Nc1ccc(S(=O)(=O)NCCC(=O)OCC(=O)NNC(=O)c2ccccc2)cc1	103	1	0	0	24	-0.8	0	-10	-4.5	-7
12	Cc1ccccc1C(=O)N1CCC(C(=O)Nc2ccccn2)CC1	113	-3	0	-1	13	2.1	-2	8	-2.4	32

Next part.
[13] O=C(Nc1ccc(N2CCOCC2)c(S(=O)(=O)Nc2ccccc2Cl)c1)c1ccccc1
[14] CC(O)[C@H]1CNC(=O)C(=O)N1CCCCC1CCCCC1 (some centres undefined)
[15] CCN1CCN(c2ccc(S(=O)(=O)N3CCOCC3)cc2NC(=O)c2cc(Cl)nc3ccccc23)CC1
[16] O=C(Nc1ccc2c(c1)OCO2)NC1(C(F)(F)F)Oc2ccccc2O1
[17] CN1CCN(C(=O)c2ccc(Cn3cc(Cl)cn3)o2)CC1
[18] Cc1cc(C)n(CCNC(=O)CCc2nnc(CCc3ccccc3)o2)n1
assay / entry	13	14	15	16	17	18
DSG3 Ab inh	97	101	96	96	.	107
RTF Ca sens act	-6	-9	-5	1	-2	-2
Keap1-Nrf2 PPI	2	4	-1	2	-2	-1
Wnt bcat act	-2	1	0	.	0	-1
MOR-DOR inv ag	-14	-2	8	6	0	-1
C-LANA FP	-4.0	0.0	-0.2	0.6	1.1	-0.4
V-ATPase pHluor	-3	1	1	-2	3	-1
Cardiac RTF inh	9	0	-8	-9	-26	3
MOR-DOR ag	3.9	0.4	-1.4	-1.1	-0.1	0.1
Arr AP2 block	17	4	-3	-4	3	5

[19] Cc1ccc(S(=O)(=O)N(C)c2ccc(N)cc2)cc1
[20] Cc1ccc(N/C(C(Cl)=C(Cl)Cl)=C(/Cl)[N+](=O)[O-])c(C)c1
[21] CC(C)c1nc2ccccc2n1CC(O)COC1CCCCC1 (centres undefined)
[22] CC(C)(C)NC(=O)Cn1nnc(-c2ccc(S(C)(=O)=O)cc2)n1
[23] CCC1(C)Cc2ccccc2-c2nc3n(c(=O)c21)CCS3 (centres undefined)
[24] CC(C)C(OC(=O)c1cccs1)C(=O)NCCc1ccccc1 (centres undefined)
assay / entry	19	20	21	22	23	24
DSG3 Ab inh	102	105	91	.	95	117
RTF Ca sens act	-3	-1	8	1	0	0
Keap1-Nrf2 PPI	-1	1	-1	1	-3	-3
Wnt bcat act	0	-1	1	-7	-2	2
MOR-DOR inv ag	16	-15	10	-6	5	6
C-LANA FP	0.0	1.1	-2.4	0.4	0.4	-1.6
V-ATPase pHluor	-3	1	3	-2	0	2
Cardiac RTF inh	-2	-13	-12	-6	3	7
MOR-DOR ag	-3.1	2.0	-2.0	1.3	-1.0	-0.8
Arr AP2 block	8	.	11	30	.	-13

[25] COc1cc(C(=O)NCC2CCCO2)ccc1OCc1ccccc1Cl (centres undefined)
[26] C[C@H](CO)N1C[C@H](C)[C@@H](CN(C)Cc2ccc(C(=O)O)cc2)Oc2c(NC(=O)C3CC3)cccc2C1=O
[27] O=C(CNC(=O)c1ccc(Cl)cc1Cl)NCC(=O)Nc1ccccc1N1CCOCC1
[28] O=C(Nc1ccccc1)NC1(C(=O)N2CCN(C(=O)c3ccco3)CC2)CCCCC1
[29] CCOc1ccc(-c2cc(C(=O)N/N=C/c3cccnc3)c3ccccc3n2)cc1
[30] O=C(NNC(=O)C1C2C=CC(C2)C1C(=O)O)c1ccccc1 (centres undefined)
assay / entry	25	26	27	28	29	30
DSG3 Ab inh	108	98	112	95	106	.
RTF Ca sens act	-4	1	-7	6	4	-7
Keap1-Nrf2 PPI	-4	-1	1	-3	0	-3
Wnt bcat act	-1	-3	0	.	16	2
MOR-DOR inv ag	9	6	9	12	11	6
C-LANA FP	0.0	0.3	5.2	-0.4	1.7	0.0
V-ATPase pHluor	-4	-2	7	2	-1	-2
Cardiac RTF inh	-4	-11	2	-8	-2	-11
MOR-DOR ag	-1.6	-1.3	-1.9	-2.2	-2.0	-1.0
Arr AP2 block	-4	-20	-4	2	-6	-6

[31] Cc1cnc(C)c(N2CCN(Cc3nc(-c4ccccc4)no3)CC2)n1
[32] COc1ccc(C(=O)OCC(=O)Nc2cc(C)c(C)cc2[N+](=O)[O-])cc1
[33] CCOC(=O)C1CCCN(c2nc3ccccc3nc2C(C#N)C(=O)OCCOC)C1 (centres undefined)
[34] CN(C(=O)CCCN1CCCC1=O)C1CCCN(Cc2ccccc2F)C1 (centres undefined)
[35] COc1ccccc1-c1cc(C(F)(F)F)nc(N2CCCCC2)n1
[36] Nc1ccc2c(c1)C(=O)c1ccc(Br)cc1-2
assay / entry	31	32	33	34	35	36
DSG3 Ab inh	90	104	.	97	104	87
RTF Ca sens act	0	-2	3	-3	7	1
Keap1-Nrf2 PPI	1	2	0	2	-3	7
Wnt bcat act	4	0	.	23	.	20
MOR-DOR inv ag	14	16	9	-5	6	-5
C-LANA FP	-0.7	14	-0.1	0.6	1.7	5.1
V-ATPase pHluor	2	0	-1	-1	1	4
Cardiac RTF inh	3	0	-7	3	-11	1
MOR-DOR ag	-2.7	-2.3	-1.9	0.9	-1.2	0.9
Arr AP2 block	26	-4	34	31	-6	-4

[37] CCOC(=O)c1ccc(NC(=O)C2CCN(S(=O)(=O)c3ccccc3)CC2)cc1
[38] CC(=O)Nc1ccc(NC(=O)C(C)OC(=O)c2cccc(S(=O)(=O)N3CCCCC3)c2)cc1 (centres undefined)
[39] CCCc1nn(C)c(C(=O)Nc2ccc(C)c(C)c2)c1Cl
[40] CCCCNC(=O)Cc1ccc(C)cc1
[41] Nc1nc2cc(Br)ccc2o1
[42] COc1cccc(N2CC(=O)Nc3c(oc4nc(-c5ccccc5)cc(C)c34)C2=O)c1
[43] CC(C)CCSc1nc(N2CCOCC2)c2c(c1C#N)CC(C)(C)OC2
assay / entry	37	38	39	40	41	42	43
DSG3 Ab inh	104	106	99	.	122	104	99
RTF Ca sens act	-1	-6	5	0	1	6	-2
Keap1-Nrf2 PPI	-1	-2	-3	1	-3	-5	-5
Wnt bcat act	-3	-2	12	.	-4	-6	-14
MOR-DOR inv ag	4	11	-19	2	19	14	4
C-LANA FP	2.5	0.5	0.6	-1.2	0.2	2.2	-1.9
V-ATPase pHluor	1	4	2	-5	4	1	-2
Cardiac RTF inh	-7	-1	-16	-14	4	-13	-3
MOR-DOR ag	-0.7	-2.2	3.4	-0.3	-3.7	-2.7	-0.8
Arr AP2 block	6	-13	7	17	-2	4	-10

Single records, from the list above. Order of values: DSG3 Ab inh, RTF Ca sens act, Keap1-Nrf2 PPI, Wnt bcat act, MOR-DOR inv ag, C-LANA FP, V-ATPase pHluor, Cardiac RTF inh, MOR-DOR ag, Arr AP2 block
Record of CC(C)CCSc1nc(N2CCOCC2)c2c(c1C#N)CC(C)(C)OC2 : 99, -2, -5, -14, 4, -1.9, -2, -3, -0.8, -10
Record of Nc1nc2cc(Br)ccc2o1 : 122, 1, -3, -4, 19, 0.2, 4, 4, -3.7, -2
